# MEKK3 PB1 HTS: raises or lowers MEK5 binding to the human MEKK3 PB1 domain; bead-based flow cytometry, Alexa488-MEK5 binding to MEKK3; actives lie on both sides; 0 = blocked by unlabeled MEK5, 100 = vehicle; binding response (% of control), % at 10 µM; hit rate 1.4% among 290,000; AID 1529;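 active = binding response more than 3 SD above or below the average of its plate-row segment, actives on both sides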;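 also: Alexa488 bead fluorescence after subtracting the streptavidin-only scavenger bead signal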
# UBC9 SUMO inh: SUMOylation inhibition; hit rate 0.36% among 290,000; inhibition, % at 35 µM; HTRF SUMOylation assay, SAE1/SAE2 + UBC9, in vitro; AID 2006; P63279; in the data active = inhibition above about 50%, passing the limit was not always enough; also: strong numbers were not always called active
# pCIP destab: lowers stability of the mouse p/CIP coactivator protein. F442A p/CIP-EGFP cells, EGFP fluorescence, 16 h. decrease of EGFP signal, % at 10 µM. hit rate 0.01% among 290,000. AID 1984;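 active = EGFP signal decrease of at least 30% at 10 µM or well 3 SD below plate mean, unless failing retest; inactive = the rest, including hits failing retest or dose response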; also: some compounds called inactive have numbers as strong as hits; many of its hits are not listed in these tables
# Target sequence (Q05BA5 1-1403): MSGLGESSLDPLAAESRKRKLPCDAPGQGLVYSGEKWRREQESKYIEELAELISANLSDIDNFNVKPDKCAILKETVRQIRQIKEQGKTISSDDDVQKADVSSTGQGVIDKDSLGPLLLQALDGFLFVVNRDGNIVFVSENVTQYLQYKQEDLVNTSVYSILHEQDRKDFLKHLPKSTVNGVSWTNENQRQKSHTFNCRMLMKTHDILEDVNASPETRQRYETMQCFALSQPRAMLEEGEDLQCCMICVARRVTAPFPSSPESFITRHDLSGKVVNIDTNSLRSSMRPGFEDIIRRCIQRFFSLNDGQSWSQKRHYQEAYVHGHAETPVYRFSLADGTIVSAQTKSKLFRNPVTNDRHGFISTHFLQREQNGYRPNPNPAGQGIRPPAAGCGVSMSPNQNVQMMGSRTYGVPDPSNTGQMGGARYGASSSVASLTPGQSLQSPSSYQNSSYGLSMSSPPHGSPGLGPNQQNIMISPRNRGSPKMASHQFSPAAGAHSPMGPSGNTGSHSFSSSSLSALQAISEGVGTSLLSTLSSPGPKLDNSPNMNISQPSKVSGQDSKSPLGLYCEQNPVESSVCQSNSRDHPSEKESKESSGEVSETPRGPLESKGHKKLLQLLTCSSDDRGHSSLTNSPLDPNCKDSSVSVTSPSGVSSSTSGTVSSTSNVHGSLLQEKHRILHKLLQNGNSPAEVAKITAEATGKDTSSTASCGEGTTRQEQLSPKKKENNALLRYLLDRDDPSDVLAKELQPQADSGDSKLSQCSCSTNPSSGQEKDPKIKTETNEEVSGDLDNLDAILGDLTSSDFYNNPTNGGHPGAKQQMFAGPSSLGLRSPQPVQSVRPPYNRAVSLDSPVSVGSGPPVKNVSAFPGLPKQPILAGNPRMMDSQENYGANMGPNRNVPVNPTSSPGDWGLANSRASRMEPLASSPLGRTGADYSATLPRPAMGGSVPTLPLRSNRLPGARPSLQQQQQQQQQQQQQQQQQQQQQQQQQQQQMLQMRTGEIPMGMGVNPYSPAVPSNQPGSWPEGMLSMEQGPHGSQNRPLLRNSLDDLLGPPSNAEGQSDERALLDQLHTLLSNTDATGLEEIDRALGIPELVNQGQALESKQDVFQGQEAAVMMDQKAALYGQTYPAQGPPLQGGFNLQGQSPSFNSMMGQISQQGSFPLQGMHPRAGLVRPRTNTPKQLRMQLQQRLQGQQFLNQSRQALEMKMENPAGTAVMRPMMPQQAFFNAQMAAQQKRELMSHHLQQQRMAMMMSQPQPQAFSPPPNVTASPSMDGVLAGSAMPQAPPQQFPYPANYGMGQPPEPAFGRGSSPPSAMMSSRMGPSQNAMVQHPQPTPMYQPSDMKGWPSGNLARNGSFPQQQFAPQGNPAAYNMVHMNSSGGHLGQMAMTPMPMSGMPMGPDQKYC
# VIM-2 inh: inhibitors of Pseudomonas aeruginosa VIM-2 metallo-beta-lactamase. inhibition, % at 5.6 µM. AID 1527. purified VIM-2, nitrocefin hydrolysis, epi-absorbance fluorescence. hit rate 0.89% among 290,000;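 active = inhibition above the mean of all tested compounds plus 3 SD, cutoff set per screening run, cut at about 7.5% in these data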;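 also: red hydrolysis product quenches plate fluorescence so inhibitors raise well fluorescence; 0% = enzyme with DMSO and 100% = DMSO without enzyme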
# HCV NS3 hel inh: blocks Hepatitis C virus NS3 helicase unwinding; hit rate 0.56% among 290,000; NS3 helicase DNA unwinding, Cy5 molecular beacon fluorescence; AID 1800; inhibition, % at 10.9 µM;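 active = inhibition above the mean of all tested compounds plus 3 SD, set per campaign, cut at about 35% in these data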;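 also: 0% = DMSO wells and 100% = thioflavine S control wells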
#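 Measured by: Cy5 fluorescence, 0 and 60 min reads / Assay system: NS3 helicase fragment of HCV / Control set: low DMSO, high thioflavine S at 110 µM / Times: 1 h reaction at 25 °C, ATP-initiated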
# DNA FID counter: fluorescent intercalator displacement, NS3 helicase counter-screen; DNA fluorescent intercalator displacement, fluorescence; inhibition, % at 7.9 µM; hit rate 0.17% among 290,000; in the data active = inhibition above about 37%;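 also: 0% = vehicle and 100% = reference compound; higher means more ethidium bromide displaced from hairpin DNA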
# PHOSPHO1 block: PHOSPHO1 (human) inhibition; recombinant PHOSPHO1, absorbance phosphatase assay; AID 1565; inhibition, % at 13.3 µM; hit rate 1.1% among 290,000; Q8TCT1; in the data active = inhibition above about 60%
# IDE cell activ: boosts human insulin-degrading enzyme activity in HEK cells; AID 493087; activation, % at 5.96 µM; P14735; hit rate 0.073% among 340,000; FAbeta-B cleavage, fluorescence polarization; 0% vehicle, 100% cell-free pure enzyme wells;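 active = activation above the mean of all tested compounds plus 3 SD, set per screening campaign, cut at about 17% in these data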
# IMP-1 inhibitor: inhibitors of Pseudomonas aeruginosa IMP-1 metallo-beta-lactamase | purified IMP-1, nitrocefin hydrolysis, epi-absorbance fluorescence | inhibition, % at 5.6 µM | hit rate 0.45% among 290,000 | AID 1556;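 active = inhibition above the mean plus 3 SD of all compounds in the same screening run, cut at about 4.5% in these data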;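 also: 0% = IMP-1 with DMSO and 100% = DMSO wells lacking enzyme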
#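 Material – recombinant IMP-1 enzyme, purified · Amount – IMP-1 0.2 nM before substrate addition · Medium – HEPES buffer pH 7.1 with ZnSO4 and Brij 35 · Timing – 25 °C, 15 min preincubation, 25 min reaction · Measured by – plate fluorescence quenching by hydrolysis product, ex 480/em 530 nm · Read-out – percent enzyme inhibition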
# Starred values were filed as active, the others as inactive; . = not tested or not shown.
SMILES,MEKK3 PB1 HTS,UBC9 SUMO inh,pCIP destab,VIM-2 inh,HCV NS3 hel inh,DNA FID counter,PHOSPHO1 block,IDE cell activ,IMP-1 inhibitor
Cc1ccc([N+](=O)[O-])cc1S(=O)(=O)N1CCCC1,89,11,-9,-1.8,-4,-3,-6,4,-3.4
Cc1ccc(N2C(=O)C(CC(=O)Nc3cccc(F)c3)N(CCc3ccncc3)C2=O)cc1 (stereo unspecified),98,-1,1,-4.4,-1,1,13,4,-4.5
CCOC(=O)N1N=C(C)CC1(O)c1ccccc1 (stereo unspecified),94,-3,-8,-4.2,13,-3,13,3,-2.3
CCn1c(=O)n(CC)c2cc(S(=O)(=O)NCCOc3ccccc3)c(C)cc21,107,-6,-19,-6.3,0,-21,-36,7,-3.3
CCOC(=O)N1CCN(CCC(=O)Nc2ccc(OC)cc2)CC1,95,-2,-3,-3.7,-2,-8,19,0,-5.1
Cc1ccc(S(=O)(=O)NCCCCC(NC(=O)OC(C)(C)C)C(=O)O)cc1 (stereo unspecified) (tested in a mixture with another compound),103,11,-3,0.7,6,-25,3,1,0.6
O=C(COc1nnnc2ccccc12)N1CCCc2ccccc21,103,5,-8,-1.1,1,-5,6,-2,-2.0
COc1cc(NC(=O)c2cccc(F)c2)cc(OC)c1OC,99,1,8,1.5,-6,-6,16,3,-1.1
[O-][n+]1c2c(nc3c1-c1ccccc1C3O)CCCC2 (stereo unspecified),97,5,15,3.6,0,3,6,.,-2.9
CC(CNC(=O)c1ccc2c(c1)OCO2)c1ccc([N+](=O)[O-])cc1 (stereo unspecified),78,8,-5,1.1,-10,2,13,-5,1.2
COc1ccc(N(CC(=O)NCCc2ccccc2)C(=O)CCC(=O)Nc2ccccn2)cc1,102,8,-3,-4.4,5,-38,24,3,-3.8
COC(=O)c1ccccc1NC(=O)CSc1nccc(C)n1,75,10,-2,0.2,-2,-16,-8,0,-0.4
CC(=O)c1c(C)[nH]c(C(=O)COc2cc(C)ccc2C(C)C)c1C,105,-13,-17,1.4,10,-12,10,3,2.4
Cc1cc(-c2nnc(CCC(=O)N3CCN(Cc4cccc(F)c4)CC3)o2)c(C)o1,103,-4,9,-3.2,2,-30,-2,6,-1.2
CCOC(=O)c1ccc(Oc2cc(C)nc(Cl)n2)cc1,101,10,-6,-0.2,3,-8,42,5,-0.3
O=[N+]([O-])c1cc(-c2cnc3ccccc3n2)ccc1Cl,100,2,6,0.1,5,2,21,4,-1.1
CCCCn1c(N)c(N(CC)C(=O)c2ccccc2C)c(=O)[nH]c1=O,100,24,-12,-1.9,23,-5,28,5,-0.8
COc1ccc(CCNCC(O)COc2cccc(Br)c2)cc1OC (stereo unspecified),92,-18,11,-0.2,-12,11,14,0,-1.7
CCOc1ccc(NC(=O)CN2CCN(CC(=O)Nc3ccc(F)cc3)CC2)cc1,99,2,-2,0.2,-17,3,25,0,-3.8
C/C(N)=C(/C#N)C(=O)COC(=O)CCSc1ccccc1Cl,107,6,-11,1.4,-1,-6,12,2,3.1
NNC(=O)c1cccc(S(=O)(=O)Nc2cc(Cl)ccc2Cl)c1,97,14,-8,-1.3,22,-12,2,1,-5.1
CC(NC(=O)c1ccc(OC2CCN(Cc3ccccn3)CC2)cc1)c1ccccc1 (stereo unspecified),107,-4,0,-1.5,2,1,14,2,-2.1
COCCCNc1nc2ccccc2nc1NS(=O)(=O)c1ccc(Cl)cc1,104,8,-14,-2.8,15,-41,.,4,-2.8
Cc1cc2nc(/C(C#N)=C/c3ccncc3)[nH]c2cc1C,91,21,-4,1.8,-1,-12,13,3,-0.9

# The closing five entries of the section above are carried over, then new ones follow:
SMILES,MEKK3 PB1 HTS,UBC9 SUMO inh,pCIP destab,VIM-2 inh,HCV NS3 hel inh,DNA FID counter,PHOSPHO1 block,IDE cell activ,IMP-1 inhibitor
C/C(N)=C(/C#N)C(=O)COC(=O)CCSc1ccccc1Cl,107,6,-11,1.4,-1,-6,12,2,3.1
NNC(=O)c1cccc(S(=O)(=O)Nc2cc(Cl)ccc2Cl)c1,97,14,-8,-1.3,22,-12,2,1,-5.1
CC(NC(=O)c1ccc(OC2CCN(Cc3ccccn3)CC2)cc1)c1ccccc1 (stereo unspecified),107,-4,0,-1.5,2,1,14,2,-2.1
COCCCNc1nc2ccccc2nc1NS(=O)(=O)c1ccc(Cl)cc1,104,8,-14,-2.8,15,-41,.,4,-2.8
Cc1cc2nc(/C(C#N)=C/c3ccncc3)[nH]c2cc1C,91,21,-4,1.8,-1,-12,13,3,-0.9
COCCN(C(=O)CNC(=O)c1ccco1)C(C(=O)NC1CCCCC1)c1cccnc1 (stereo unspecified),102,3,-13,-4.8,-5,-11,32,4,-4.4
S=C1NCCNC(=S)NCCOCCN1,99,15,-5,-2.9,11,0,42,7,-3.2
CCC1CCCCN1C(=O)N[C@@H](Cc1ccccc1)C(=O)O (stereo partly specified),106,18,-16,-4.5,-4,-7,-12,0,-1.8
COc1ccc(CCC(=O)OCC(=O)Nc2ccccc2OC(F)F)cc1OC,100,-26,7,0.4,-2,-21,7,7,-0.4
COc1cccc(CN2C(=NC(=O)CCC3CCCC3)SC3CS(=O)(=O)CC32)c1 (stereo unspecified),97,32,0,-2.8,-5,-40,32,-1,-2.8
c1ccc(CNc2nc(-c3cccnc3)cs2)cc1,98,-3,8,-6.8,3,-18,10,-1,-3.6
CCOC(=O)N1CCC(NC(=O)c2ccc3nc4ccccc4c(=O)n3c2)CC1,.,36,-20,-1.2,8,0,-7,.,-2.0
Cc1ccc(S(=O)(=O)N(C)C)cc1NC(=O)c1cc(=O)[nH]c2ccccc12,101,5,-10,-2.8,2,-4,24,4,-1.1
NC(=O)c1ccc(NC(=O)COC(=O)CCC(=O)c2ccc(Cl)cc2)cc1,103,-6,5,1.3,0,-8,24,5,-2.0
CC(=O)Oc1ccc(C(=O)Cc2ccc3ccccc3n2)c(O)c1C,135*,10,-17,-1.9,14,-4,15,3,-2.5
CCOc1cccc(C=NCCc2ccc(OC)c(OC)c2)c1O,104,4,-8,0.9,6,-3,-21,3,1.0
COc1ccc(-n2cnnc2SCc2cnc(-c3ccccc3)s2)cc1,102,4,-6,1.7,-9,-24,26,-1,0.5
COc1ccccc1OCCC(=O)OCC(=O)Nc1ccc(S(=O)(=O)N2CCOCC2)cc1,102,-2,-1,0.7,5,-6,-9,3,-3.0
CN1CCN(S(=O)(=O)c2ccc(NC(=S)NC(=O)C3CCC3)cc2)CC1,97,20,-5,-0.3,-2,0,-15,1,-1.4
Cn1c(=O)[nH]c(=O)c2c1nc(N/N=C/c1cccnc1)n2Cc1ccc(Cl)cc1,88,20,-11,-2.2,7,-4,37,.,-3.5
CN(C)S(=O)(=O)c1cccc(COC(=O)c2cccnc2Cl)c1,103,9,-38,-0.8,-4,-13,39,-2,-1.6
COc1ccc(Cl)cc1C(=O)Nc1ccc(NC(=O)C(C)C)cc1,102,9,-3,-1.6,10,-9,30,2,-1.3
CCCN1CCN(C(=O)c2noc3c2COc2ccc(C)cc2-3)CC1,102,-12,-1,1.5,0,-6,2,2,-3.4
COc1ccc(S(=O)(=O)N2CCC(Nc3ccccc3Cl)CC2)cc1,102,-13,-21,-4.1,-3,-31,61*,-6,-4.1
Cc1cc[n+](-c2nc3ccccc3nc2[N-]S(=O)(=O)c2cccs2)cc1C,111,20,-5,0.8,8,-7,7,6,-2.9
CCOC(=O)C1CCCN(C(=O)c2ccc(OC(C)=O)cc2)C1 (stereo unspecified),95,-22,-1,0.1,10,-3,-4,-6,0.8
C=CCOc1ccccc1CN1CCC(n2nccc2NC(=O)C2CCOC2)CC1 (stereo unspecified),99,3,-5,1.0,-6,2,14,3,-2.5
COc1ccc(C(=O)N2CCN(C(=O)Cc3ccccc3)CC2)cc1,98,4,2,-0.6,8,-16,-10,-3,-2.8
Cc1ccc(NC(=S)c2ccc3ccccc3n2)c(C)c1,101,4,12,-12,1,-8,-28,-4,-4.8
CC(=O)Nc1ccc(OCCOc2ccccc2C(C)=O)cc1,98,7,-27,1.2,-2,-12,32,6,-2.6
CC(=O)c1ccc(N2CCN(C(=O)CCS(=O)(=O)c3ccc4c(c3)CCN4C(C)=O)CC2)cc1,102,9,-11,-1.9,2,-36,51,5,-1.6
O=C(N/N=C/c1ccco1)c1cc(-c2ccc3ccccc3c2)n[nH]1,.,4,-7,-1.7,1,-13,26,5,-2.0
Cc1ccc(OCCn2c(=S)[nH]c3ccccc32)c(C(C)C)c1,101,-13,-9,-2.8,-11,-26,10,1,-1.5
CC1=C(C(=O)OC(C)C)C(c2cccc(F)c2)N2C(=O)C(C)SC2=N1 (stereo unspecified),95,-10,-12,-4.2,4,-27,15,0,-3.6
O=C(Nc1ccc(Br)cn1)C1CCCN1S(=O)(=O)c1ccccc1 (stereo unspecified),79,5,-10,-3.4,0,-7,37,2,-2.2
O=C1NCCCC1C(=O)Nc1cccc(C(F)(F)F)c1 (stereo unspecified),98,-25,-5,-1.8,2,0,8,1,-3.2
O=C(Nc1nc(-c2ccccc2Cl)cs1)c1cccnc1,95,7,12,-2.0,-6,-12,12,1,-6.5
COCCCNC(=O)CCCCCNS(=O)(=O)c1ccc(Br)cc1,101,16,11,1.5,10,-22,-2,-3,-4.4
CCN(CC)S(=O)(=O)c1cc(C(=O)Nc2nncs2)c(Cl)cc1Cl,96,15,-12,-2.6,-9,-17,-25,0,-4.5
CC(C(=O)N1CCOCC1)N1C(=O)C2C3C=CC(C4CC34)C2C1=O (stereo unspecified),97,-3,-3,-2.3,4,1,48,-4,-2.0
Cc1ccc(CN2C(=O)c3ccccc3Sc3ccc(C(=O)NCCN4CCOCC4)cc32)cc1,101,.,-14,3.0,-77,24,36,3,-1.2
O=C(CNS(=O)(=O)c1c(Cl)cccc1Cl)OCc1csc(-c2ccccc2)n1,96,11,3,-3.8,-16,-28,4,-2,-4.9
Cc1cc(C)c(S(=O)(=O)NCCc2ccncc2)c(C)c1,113,3,-10,-4.2,-21,-15,28,-5,-3.3
CCCCOc1ccccc1NC(=O)c1scc2c1OCCO2,124,-2,1,-1.9,-14,-5,-33,5,-1.6
Cn1cc(S(=O)(=O)N2CCc3ccccc3C2)c(=O)n(C)c1=O,90,-7,-8,-4.0,2,-1,-7,8,-3.9
CCOc1c(Cl)cc(Cl)cc1CNCCNCCO,98,10,-14,-2.4,-14,14,19,6,-3.3
C/C(=N\Nc1ccccn1)c1ccc(N2CCOCC2)cc1,88,24,-38,4.7,-5,6,25,4,-0.5
CCOC(=O)N1CCN(C(=O)c2ccc(NC(=O)CC)cc2)CC1,97,15,-3,-2.3,16,-10,-2,2,-1.3
Nc1nc(Cl)nc(N(c2ccccc2)c2ccccc2)n1,97,15,-3,-1.9,-9,-2,-12,4,-2.1
Cc1ccc(NS(=O)(=O)c2cccc3nsnc23)cc1C,101,18,-3,-1.1,10,-7,2,4,-1.4

# Not all compounds are listed; rates above refer to the full screens.
